# RGS12 GoLoco inh – qHTS Assay for Inhibitors of RGS12 GoLoco Motif Activity (Red Fluorophore); Gai1:RGS12 GoLoco peptide FP, rhodamine, 10 min; AID 880, 2007; 230,000 tested, 0.44% active; Potency, µM (top dose mostly 61.6 µM), for inactives: at the highest dose activity, negative = inhibition, usual class: inhibitors; Guanine nucleotide-binding protein G(i) subunit alpha-1 (Homo sapiens), P63096; active = well fitted inhibition curve with a large enough effect, not every such curve was filed as active; inactive = no such curve, though single readings can be large or run the other way; also: nearly all actives have a fitted effect of over 30% in size; many of its hits are not listed in these tables
# Tau fibril FP – qHTS for Inhibitors of Tau Fibril Formation, Fluorescence Polarization; K18 P301L tau heparin fibrillization, Alexa594 FP, 6 h; Microtubule-associated protein tau (Homo sapiens), P10636; AID 1468, 2008; Potency, µM (highest dose often 57.7 µM), inactives show at the highest dose activity, negative = inhibition, actives largely listed as inhibitors; 280,000 tested, 0.39% active; also: nearly all actives have a fitted effect of over 55% in size
# Target sequence (P10636 561-689 P618L limits assumed): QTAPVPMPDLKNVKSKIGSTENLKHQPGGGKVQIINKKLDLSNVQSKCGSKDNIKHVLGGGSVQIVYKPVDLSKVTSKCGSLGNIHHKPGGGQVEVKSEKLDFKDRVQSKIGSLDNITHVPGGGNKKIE
#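 Compound effects on tau fibrillization are measured by Alexa 594 fluorescence polarization (ex 555, em 632 nm). K18 P301L tau is used at 15 uM with 0.24 uM labeled tracer, and 20 uM heparin induces aggregation over 6 hr at 37 C.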
# TRb SRC2 PPI – qHTS for Inhibitors of the Interaction of Thyroid Hormone Receptor and Steroid Receptor Coregulator 2 | Thyroid hormone receptor beta (Homo sapiens), P10828 | TRbeta-SRC2 peptide binding, fluorescence polarization; receptor liganded with 1 µM T3 | Potency, µM (titrated, usually from 106 µM), for inactives: at the highest dose activity change, negative = inhibition, usual class: inhibitors | 280,000 tested, 0.065% active;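 also: plate controls were bound peptide for no effect and peptide without receptor for full effect; nearly all actives have a fitted effect of over 50% in size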
#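 Human TRb ligand-binding domain (0.6 uM) is mixed with 20 nM Texas Red SRC2 peptide and 1 uM T3; after compound addition and 5 hr at ambient temperature, polarization is measured and normalized to unbound and bound controls.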
# JMJD2E inh – qHTS Assay for Inhibitors of Human Jumonji Domain Containing 2E (JMJD2E). Lysine-specific demethylase 4E (Homo sapiens), B2RXH2. JMJD2E catalytic domain, FDH-coupled NADH fluorescence (FDH is formaldehyde dehydrogenase). Potency, µM (top dose mostly 57.1 µM), for the others: at the top dose activity change, negative = inhibition, most hits filed as inhibitors. 230,000 tested, 1.6% active. AID 2147, 2009; active = well fitted inhibition curve with a large enough effect, not every such curve was filed as active; inconclusive = small, poorly fitted or top-dose-only effect, or another doubt; inactive = no such curve, though single readings can be large or run the other way;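 also: 0% = wells with enzyme and -100% = buffer wells without enzyme; nearly all actives have a fitted effect of over 50% in size; many of its hits are not listed in these tables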
# RECQ1 helicase – qHTS Assay for Inhibitors of RecQ-Like Dna Helicase 1 (RECQ1); ATP-dependent DNA helicase Q1 (Homo sapiens), P46063; RECQ1 DNA unwinding, red fluorescence kinetic read; Potency, µM (titrated, usually from 57.3 µM), without a hit: at the highest dose activity, negative = inhibition, hits mostly inhibitors; 240,000 tested, 0.54% active; AID 2549, 2010;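 also: plate controls were vehicle for no effect and no enzyme for full effect; nearly all actives have a fitted effect of over 30% in size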
# Target sequence (P46063 whole entry, looked up): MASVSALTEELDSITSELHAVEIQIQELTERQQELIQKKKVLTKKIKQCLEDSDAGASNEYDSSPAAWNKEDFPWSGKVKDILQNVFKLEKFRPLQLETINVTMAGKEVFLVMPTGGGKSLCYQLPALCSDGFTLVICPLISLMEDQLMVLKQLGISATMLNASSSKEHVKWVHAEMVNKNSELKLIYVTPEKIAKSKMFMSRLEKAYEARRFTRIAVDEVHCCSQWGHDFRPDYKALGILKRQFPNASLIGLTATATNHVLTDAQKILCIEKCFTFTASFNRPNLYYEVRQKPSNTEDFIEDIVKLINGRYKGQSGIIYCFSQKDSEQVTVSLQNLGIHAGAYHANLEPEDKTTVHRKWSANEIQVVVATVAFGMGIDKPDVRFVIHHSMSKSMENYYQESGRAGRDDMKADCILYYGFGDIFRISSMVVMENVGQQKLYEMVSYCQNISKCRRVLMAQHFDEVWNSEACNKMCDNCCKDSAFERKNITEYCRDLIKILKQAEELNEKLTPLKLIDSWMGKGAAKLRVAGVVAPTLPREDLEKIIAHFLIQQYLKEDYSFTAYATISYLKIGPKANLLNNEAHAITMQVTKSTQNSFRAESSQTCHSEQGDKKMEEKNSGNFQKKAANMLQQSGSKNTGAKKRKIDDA
#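 50 nM RECQ1T1 preincubated 15 min with compound in Tris pH 8.0 buffer with MgCl2, DTT, Tween-20 and 2.5 ug/ml poly(dI-dC); started with 200 nM TAMRA/BHQ-2 forked duplex and 2 mM ATP. Unwinding read as fluorescence (525/598 nm), two reads 2 h apart.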
# L3MBTL1 inh – qHTS Assay for the Inhibitors of L3MBTL1; Lethal(3)malignant brain tumor-like protein 1 (Homo sapiens), Q9Y468; AlphaScreen L3MBTL1–H3K9me1 peptide binding; Potency, µM (titrated, usually from 57.1 µM), without a hit: top-dose activity, negative = inhibition, hits mostly inhibitors; 230,000 tested, 0.66% active; also: nearly all actives have a fitted effect of over 60% in size
#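 Read-out is AlphaScreen signal from streptavidin donor and nickel chelate acceptor beads (10 ug/mL final each) bridging L3MBTL1 (50 nM) and biotinylated K9-monomethylated H3(1-15) peptide (75 nM), after 30 min compound exposure at room temperature.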
# Tau fibril ThT – qHTS for Inhibitors of Tau Fibril Formation, Thioflavin T Binding. recombinant tau K18 P301L (four-repeat tau fragment), heparin-induced fibrillization, ThT fluorescence. 270,000 tested, 2.1% active. Potency, µM (series often up to 57.4 µM), for the others: at the highest dose activity, negative = inhibition, usual class: inhibitors; also: nearly all actives have a fitted effect of over 55% in size
#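 Heparin-induced (20 uM) aggregation of recombinant human K18 P301L tau, 15 uM unlabeled with 0.24 uM labeled, pH 7 acetate buffer, 6 hr at 37 C with compound. Fibrils quantified by 30 uM ThT fluorescence after 1 hr ambient incubation.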
# TexasRed fluor – Total Fluorescence Counterscreen for Inhibitors of the Interaction of Thyroid Hormone Receptor and Steroid Receptor Coregulator 2 | TRb/SRC2 Texas Red total fluorescence interference | Potency, µM (highest dose often 106 µM), for inactives: at the highest dose fluorescence change, negative = quenching | 280,000 tested, 0.29% active; active = well fitted curve in either direction with a large enough effect; inconclusive = small, poorly fitted or top-dose-only effect
#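 Flags fluorescent or light-absorbing compounds by total fluorescence, S + 2P, at 555 nm excitation and 632 nm emission. Mixture: 20 nM Texas Red SRC2 peptide, 0.6 uM human TRb LBD, 1 uM T3, 5% DMSO; compound exposure 5 h at ambient temperature.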
# Numbers without * were called inactive; i = inactive; u = inconclusive; x = no result given. Unless noted, calls follow the shape of the dose curve; as a rule, active = well fitted curve in the direction sought with a large enough effect; inconclusive = small, poorly fitted or top-dose-only effect, or another doubt; inactive = no such curve, though single readings can be large; an effect the other way counts as inactive or inconclusive. Unless noted, % is scaled to controls: 0 for no effect and ±100 for the full control effect; potency is read from the fitted curve at half-maximal effect. An excerpt; rates above refer to the full screens.
SMILES,RGS12 GoLoco inh,Tau fibril FP,TRb SRC2 PPI,JMJD2E inh,RECQ1 helicase,L3MBTL1 inh,Tau fibril ThT,TexasRed fluor
O=C(Oc1c(CN2CCOCC2)cc(Cl)c2cccnc12)c1ccccc1F,8%,0%,-10%,32µM*,-6%,14µM*,-25%,0%
COCCCn1c(=N)c(C(=O)NCc2ccco2)cc2c(=O)n3ccccc3nc21,x,-11%,1%,x,x,x,0%,-6%
Cn1c(=O)c2c(nc(OCCc3ccccc3)n2C)n(C)c1=O,1%,-1%,-8%,6%,-5%,-4%,-10%,-1%
CCC(=O)N1N=C(c2ccc(OC)cc2)CC1c1cn(-c2ccccc2)nc1-c1cccs1 (stereo unspecified),x,-6%,5%,x,x,x,-7%,1%
O=C(/C=C/NNC(=O)c1ccc(Br)cc1)c1ccccc1,3%,-3%,0%,-12%,-13%,x,25µM*,0%
O=C(NCC(=O)N1CCC(N2CCCCC2)CC1)C1CCCCC1,6%,10%,-11%,9%,3%,-22%,1%,1%
O=S(=O)(NCCCCCNS(=O)(=O)c1ccc(F)cc1)c1ccc(F)cc1,3%,-6%,4%,1%,i,x,-5%,-4%
O=C(O)Cn1ccc2cc(S(=O)(=O)N3CCCCCC3)ccc21,x,-6%,3%,x,x,x,-1%,-2%
FC(F)(F)c1cccc(-c2noc(CN3CCOCC3)n2)c1,-10%,-8%,1%,-1%,i,7%,-6%,-1%
O=C(c1cccc2c1C(=O)N(Cc1cccnc1)C2)N1CCN(c2ccccc2)CC1,-14%,0%,-7%,4%,-10%,-11%,-4%,0%
CC1CCN(CC(CS(=O)(=O)c2ccc([N+](=O)[O-])cc2)N2CCC(C)CC2)CC1 (stereo unspecified),3%,u,1%,5%,-5%,x,x,-4%
Cc1cc2ncc(C(=O)Nc3ccsc3C(=O)O)c(C)n2n1,-15%,-5%,-9%,-22%,0%,-3%,7%,-3%
CCCS(=O)(=O)N1CCc2cc(OC)c(OC)cc2C1,4%,-12%,2%,-4%,-13%,-3%,u,-1%
CN(C)CCCNc1oc(-c2ccccc2)nc1C#N,-5%,-1%,8%,u,-1%,-2%,6%,0%
O=C(Cc1ccccc1)N/N=C/c1ccc(S(=O)(=O)O)o1,0%,4%,-2%,1%,-3%,x,x,1%
CC(C)(C)c1cc(C(=O)N2CCc3ccccc32)ccn1,x,8%,2%,6%,i,7%,8%,3%
Cc1cccc2nc(CSc3ccccc3C(=O)O)cn12,x,-13%,-2%,-1%,-9%,0%,7%,-3%
CCc1ccc(C(=O)NC(=S)Nc2ccc3c(c2)OCCO3)cc1,6%,u,-1%,6%,-10%,-14%,u,0%
CC(C)(C)c1ccc(Oc2nc3ccccn3c(=O)c2/C=C(\C#N)c2nc3ccccc3s2)cc1,x,u,1%,x,x,x,u,2%
O=C(NC1CCCC1)c1ccc2nc(-c3ccco3)c(-c3ccco3)nc2c1,x,2%,1%,-3%,u,-27%,-2%,-6%
COc1cc(NC(=O)CN2c3ccccc3CC2C)cc(OC)c1OC (stereo unspecified),-2%,14%,-9%,-3%,-7%,x,-16%,2%
CC(C)CCn1c(=O)c(C(=O)N/N=C/c2cccc(F)c2)c(O)c2ccccc21,2%,5%,-2%,1%,-9%,3%,0%,-2%
CCOC(=O)C(=CNCC(=O)O)C(=O)OCC,-2%,-1%,-12%,11%,-2%,4%,-5%,-2%
O=C1CC(c2ccc(Cl)cc2)N=C(NC(=O)c2ccccc2)N1 (stereo unspecified),x,-2%,4%,x,x,x,-5%,-45%
CC(NC(=S)NCCc1ccccc1)C(c1cccs1)N1CCN(C)CC1 (stereo unspecified),0%,-1%,0%,-1%,-15%,-10%,-12%,-2%
O=C(NCc1ccccc1)c1ccc(Cn2cc(C(F)(F)F)ccc2=O)cc1,0%,0%,0%,2%,i,2%,-13%,-3%
COc1ccc(C2C(C(=O)Nc3ccccc3)=C(C)Nc3nc(-c4ccccc4)nn32)cc1OC (stereo unspecified),x,-8%,0%,x,x,x,-4%,-15%
CCOC(=O)c1ccc2ncc(C(=O)OCC)c(NCc3ccco3)c2c1,-7%,-3%,4%,u,-1%,-11%,u,0%
CN(Cc1ccco1)c1nc(-c2ccccc2Cl)nc2ccccc12,3%,u,0%,-12%,-15%,x,u,-3%
O=C(NCCSCc1c(F)cccc1Cl)C1CCN(S(=O)(=O)Cc2ccccc2)CC1,x,4%,-4%,x,x,x,-14%,-2%
COC(=O)C1=C(COc2ccccc2)NC(=O)NC1c1ccc(Br)cc1 (stereo unspecified),-9%,-9%,4%,2%,-6%,-7%,-8%,-2%
COc1cc2c3c(c1OC)C1(C=CC(=O)C=C1)CC3N(C(=O)CCC(=O)O)CC2 (stereo unspecified),2%,15%,5%,-28%,-11%,x,x,-2%
Cn1c(=O)c2c(nc(N3CCc4ccccc4C3)n2Cc2ccccc2F)n(C)c1=O,1%,-11%,-7%,0%,2%,2%,u,-5%
O=C(COc1ccccc1)N1CCN=C1SCc1ccc(F)cc1,10%,-8%,-1%,-20%,i,x,x,0%
COc1ccc(C(=O)N/N=C2\SCC(=O)N2Cc2ccc3c(c2)OCO3)c(OC)c1,12%,-8%,2%,16%,-1%,2%,-4%,-9%
CN1CCN(c2nc(N3CCN(c4ccccc4)CC3)ncc2F)CC1,7%,-1%,-5%,0%,i,x,u,0%
CC(=O)CSc1nc(-c2cccs2)c(C#N)c(=O)[nH]1,23%,8%,7%,2%,7%,13%,-16%,-1%
Cc1ccc(N=c2c([N+](=O)[O-])nn(-c3ccccc3)n2O)c(C)c1,1%,7%,-4%,-15%,1%,x,u,0%
CCN1C/C(=C/c2ccc(OC)c(O)c2)C(=O)/C(=C/c2ccc(OC)c(O)c2)C1,7%,u,-1%,-6%,-1%,-8%,14µM*,-2%
O=C(NC1CCS(=O)(=O)C1)/C(=C/c1ccco1)NC(=O)c1ccccc1 (stereo unspecified),-15%,4%,-8%,-8%,20%,-22%,9%,2%
CCOC(=O)c1c(NC(=O)c2ccc(N3C(=O)[C@@H]4[C@H](C3=O)[C@H]3C=C[C@@H]4C3)cc2)sc2c1CCCC2,2%,-5%,11%,u,-14%,-1%,-2%,0%
CCCc1nnc(NC(=O)Cc2coc3ccc(C(C)C)cc23)s1,x,-7%,6%,x,x,x,3%,u
COc1ccc(NC(=O)c2cc(-c3ccc4c(c3)OCO4)on2)c(OC)c1,x,2%,-10%,x,x,x,-10%,4%
CCCOc1ccc(-c2nnc(-c3ccco3)o2)cc1,-4%,-8%,5%,u,-8%,-8%,u,0%
